# Screening results (PubChem BioAssay)
# ABHD4 inh – inhibits mouse alpha/beta hydrolase domain 4; inhibition, % at 8.92 µM; Q8VD66; purified mABHD4, FP-Rh probe fluorescence polarization; actives 0.54% (n = 370,000); AID 720543;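 active = inhibition exceeding the mean over every tested compound plus 3 SD, cut at about 30% in these data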;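 also: 0% = plate median of compound wells and 100% = S159A mutant with DMSO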
# Target sequence (Q8VD66 whole entry, looked up, the tested form may be a part): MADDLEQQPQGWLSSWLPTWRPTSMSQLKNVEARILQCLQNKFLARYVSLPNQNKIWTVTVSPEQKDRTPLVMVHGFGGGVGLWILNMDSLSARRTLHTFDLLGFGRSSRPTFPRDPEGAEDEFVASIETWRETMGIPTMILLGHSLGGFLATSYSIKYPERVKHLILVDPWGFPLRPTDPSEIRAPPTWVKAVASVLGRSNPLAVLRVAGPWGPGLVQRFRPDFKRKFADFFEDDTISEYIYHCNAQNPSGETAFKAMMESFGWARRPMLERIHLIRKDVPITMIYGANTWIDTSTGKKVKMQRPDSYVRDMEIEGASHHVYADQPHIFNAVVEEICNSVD
#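 system = mouse ABHD4 enzyme, wild type | medium = HEPES pH 7.0, NaCl, Pluronic buffer | also added = FP-Rh probe | incubation = Enzyme–compound pre-incubation 45 min, then probe 60 min, both 25 °C | technique = fluorescence polarization, excitation 525 nm, emission 598 nm, BODIPY TMR filters | controls = S159A mutant high control, sample median low control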
# PG9 Ab binder – PG9 antibody binding by small molecule. AID 624416. actives 0.43% (n = 360,000). inhibition, % at 6.7 µM. TR-FRET gp120-PG9 antibody binding; in the data active = inhibition above about 8.5%
# HTRA1 inh – inhibitors of human serine peptidase HTRA1; AID 504803; actives 0.5% (n = 340,000); recombinant HTRA1, FP-rhodamine activity-based probe, fluorescence polarization; inhibition, % at 5.96 µM; Q92743; in the data active = inhibition above about 36%;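 also: 0% = enzyme with DMSO and 100% = wells lacking enzyme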
# Target sequence (Q92743 whole entry, looked up): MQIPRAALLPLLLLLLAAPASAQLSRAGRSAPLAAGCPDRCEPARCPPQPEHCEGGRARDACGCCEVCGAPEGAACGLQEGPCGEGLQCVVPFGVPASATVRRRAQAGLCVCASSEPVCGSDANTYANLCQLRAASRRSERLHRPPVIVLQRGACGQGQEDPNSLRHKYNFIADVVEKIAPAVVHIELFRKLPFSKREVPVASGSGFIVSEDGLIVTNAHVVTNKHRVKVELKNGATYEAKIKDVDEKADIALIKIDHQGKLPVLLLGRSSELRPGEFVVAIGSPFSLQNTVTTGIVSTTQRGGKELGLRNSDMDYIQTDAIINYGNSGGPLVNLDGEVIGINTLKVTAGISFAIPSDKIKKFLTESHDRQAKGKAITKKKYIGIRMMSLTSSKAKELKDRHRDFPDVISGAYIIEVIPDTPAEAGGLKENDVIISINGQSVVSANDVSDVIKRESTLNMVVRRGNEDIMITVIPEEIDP
# ARFGAP1 inh – inhibits rat ARF GTPase activating protein 1 | Arfgap1-stimulated ARF1 GTP hydrolysis, GDP FP detection | Q62848 | actives 0.26% (n = 360,000) | AID 651572 | inhibition, % at 16.5 µM;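 active = inhibition above a per-plate limit, mean inhibition of low control wells plus 3 SD, cut at about 25% in these data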;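 also: 0% = DMSO wells with enzyme and 100% = wells lacking Arfgap1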
# Target sequence (Q62848 1-136 limits assumed): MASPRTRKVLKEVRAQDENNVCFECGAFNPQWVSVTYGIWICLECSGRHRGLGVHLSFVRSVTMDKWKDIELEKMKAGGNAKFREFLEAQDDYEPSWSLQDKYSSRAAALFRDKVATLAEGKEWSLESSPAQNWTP
#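 system = rat Arfgap1 catalytic domain, aa 1-136 | technique = FP, GDP Alexa 633 tracer displaced from anti-GDP antibody, 620/688 nm | compound = one concentration, 16.5 µM, DMSO 1.26% | medium = HEPES-based buffer, pH 7.5 | timing = compound-enzyme preincubation 20 min, reaction 120 min, detection 60 min, 25 °C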
# Rev-erbA mod – modulates human Rev-erb alpha binding to DNA | Rev-erbα–FITC-DNA binding, fluorescence polarization, 90 min | activity, % at 10 µM | actives 0.79% (n = 370,000);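 active = activity above about 14%, limit read from the data; passing the limit was not always enough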;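 also: 0% = DMSO wells with 35 nM protein and 100% = DMSO wells with 750 nM protein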
# SMARCA2 act – increases SMARCA2 function in MMTV reporter cells | actives 1% (n = 370,000) | AID 652017 | activation, % at 9.1 µM | MG213 cells, MMTV-luciferase reporter, dexamethasone, overnight; in the data active = activation above about 7.8%;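 also: 0% = vehicle wells and 100% = reference activator wells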
# NPR2 activator – GC-B (human) receptor activation; HEK293-GC-B cells, CNP EC30, cGMP TR-FRET; 0% at EC30 CNP, 100% saturating CNP; P20594; activation, % at 10 µM; AID 1920062; actives 0.11% (n = 370,000);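 active = activation at 10 µM reaching about 35% in either raw or pattern-adjusted values, limit read from the data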
# NPR1 activator – GC-A (human) enzyme activation; P16066; HEK293 GC-A cells, cGMP TR-FRET, EC30 ANP; 0% at EC30 ANP, 100% saturating ANP; activation, % at 10 µM; actives 0.14% (n = 370,000); in the data active = activation above about 40%
# ASAP1 inh – inhibitors of human ASAP1 ArfGAP activity; AID 624377; Q9ULH1; actives 0.19% (n = 360,000); inhibition, % at 16.5 µM; ASAP1-stimulated ARF1 GTP hydrolysis, GDP FP detection; in the data active = inhibition above about 25%;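 also: 0% = vehicle with enzyme and substrate and 100% = no enzyme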
# rCAG RNA binder – molecules binding r(CAG) RNA repeats; inhibition, % at 3 µM; r(CAG) RNA repeat, TO-PRO-1 dye displacement fluorescence; actives 1.3% (n = 370,000);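 active = inhibition above the plate cutoff, the mean of all test compounds on that plate plus 3 SD, cut at about 35% in these data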;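 also: 0% = DMSO alone and 100% = 100 µM mitoxantrone as full dye displacement; higher means more dye released from RNA so lower well fluorescence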
# Starred values were filed as active, the others as inactive; nt = not tested or not shown.
SMILES,ABHD4 inh,PG9 Ab binder,HTRA1 inh,ARFGAP1 inh,Rev-erbA mod,SMARCA2 act,NPR2 activator,NPR1 activator,ASAP1 inh,rCAG RNA binder
COc1ccc(OC)c(C(=O)NC2CCCc3c2cnn3-c2cc(C)cc(C)c2)c1 (stereo unspecified),-13,-1.1,-39,-6,10,-4,-4,-2,17,0
O=C(CSc1ccccc1)Nc1ccc(Cl)c(S(=O)(=O)N2CCOCC2)c1,-2,-0.4,-7,5,5,0,-3,2,-8,3
O=C(O)C(Cc1ccccc1)NS(=O)(=O)c1ccc2c(c1)OCCO2 (stereo unspecified),8,0.3,-6,-6,-3,3,1,1,2,1
Cc1c(C(=O)O)nn(-c2ccccc2)c(=O)c1C#N,14,2.2,2,4,0,-3,0,2,-10,0
CC1=C(C#N)C(=O)OC(C)(C)C1,30*,0.9,13,8,-4,-2,0,2,-4,-13
N#Cc1ccc(C23OCCN2CCn2c3c3ccccc3[n+]2[O-])cc1 (stereo unspecified),6,-1.7,9,-3,5,1,-1,2,15,-2
COC(=O)C(C)N=Cc1ccccc1 (stereo unspecified),-3,-0.5,3,2,1,0,-11,-29,-2,-2
N#Cc1ccc(CN2C(=O)NC3(CCCCCC3)C2=O)cc1,3,-2.3,0,1,2,-2,8,0,3,1
CC(=O)c1c(C)[nH]c(=S)c(C#N)c1-c1ccc(F)cc1,0,-0.8,2,1,7,2,4,5,-2,4
COc1ccc(C(=O)N2CCc3[nH]nc(-c4ccccc4)c3C2)cc1,3,1.7,-4,3,-1,-1,0,-5,13,0
O=C(O)c1ccccc1-c1ccccc1C(=O)NCc1ccccc1Cl,-1,0.4,-4,0,-1,-1,1,3,8,-2
CCOc1cccc(N2C(=O)CC(n3cnc4ccccc43)C2=O)c1 (stereo unspecified),2,1.8,-4,14,1,-6,0,7,-2,-1
COc1cc(C(=S)N2CCOCC2)ccc1O,-1,-3.0,3,-14,3,-4,-2,3,-1,3
Cc1ccc(NC(=O)CCNC(=O)N2CC(=O)Nc3ccccc32)cc1Cl,9,-1.0,-3,13,-3,-1,-2,-8,8,-1
CSc1scc2c1-c1nc(SCC(=O)C(C)(C)C)ncc1CC2,3,-1.6,-36,1,7,-2,-6,-4,-6,4
OC(C#CCN1CCOCC1)(c1ccccc1)C1CCCCC1 (stereo unspecified),1,-1.5,2,2,6,2,-5,-6,-11,-9
CCSc1nnc(-c2ccc(S(=O)(=O)N3CCOCC3)cc2)n1CC1CCCO1 (stereo unspecified),1,1.0,-5,9,-2,-3,1,0,2,-3
O=C(O)c1cc(Cl)n[nH]c1=O,3,0.5,nt,-1,-4,-2,-3,3,6,1
O=C(/C=C/c1ccc(Cl)cc1)NC(=S)Nc1ccc(CN2CCOCC2)cc1,3,-3.5,0,0,2,2,3,0,8,-2
CN(C)C(CNC(=O)c1ccc(S(=O)(=O)NCc2ccco2)cc1)c1ccccc1 (stereo unspecified),-2,-1.6,-4,1,-4,-1,1,2,-22,0
CCCCNC(=O)C1(C)CCCCN1C(=O)c1ccc2c(c1)C(C)(C)CCC2(C)C (stereo unspecified),-9,-1.3,nt,-4,-2,-3,1,2,-3,1
O=C(Nc1ccnn1C1CCN(C(=O)Cc2ccccc2F)CC1)C1CC1,-4,-3.5,-3,-2,1,1,1,-1,15,0
CCOC(=O)C1C(=O)OC2(CCOC(C)(C)C2)C1C(=O)OCC (stereo unspecified),4,-23,6,13,-1,0,6,-1,5,-7
COC(C[C@@H](O)[C@@H](C)[C@@H](O)COCc1ccccc1)OC,1,-1.0,5,1,-6,1,2,4,-9,0
OC(CNCCc1ccc(Cl)cc1)COc1cc(Cl)ccc1Cl (stereo unspecified),17,-2.7,-17,2,1,-2,-7,-3,-5,7

# New compounds follow
SMILES,ABHD4 inh,PG9 Ab binder,HTRA1 inh,ARFGAP1 inh,Rev-erbA mod,SMARCA2 act,NPR2 activator,NPR1 activator,ASAP1 inh,rCAG RNA binder
COc1ccc(N2CCN(CCCNC(=O)Nc3ccccc3)CC2)cc1,6,-0.4,4,0,5,8,1,-5,-3,-4
Cc1ccc2c(c1)C(c1ccccc1)CC(=O)O2 (stereo unspecified),0,-2.1,4,-12,1,-2,-3,0,4,-3
C[C@H](CO)N1C[C@H](C)[C@@H](CN(C)C(=O)C2CCCCC2)OCc2cnnn2CCCC1=O,2,-0.8,9,-4,5,3,0,3,9,0
CC1(c2ccccc2)NC(=O)N(CC(=O)Nc2cc3c(cc2Br)OCCO3)C1=O (stereo unspecified),-1,0.8,1,-5,8,-2,-1,-1,-9,0
CC(=O)N1CCC(C(=O)OCc2ccc(Cl)cc2)(c2ccccc2)CC1,3,0.0,-1,-6,0,2,-7,-6,5,-8
CC(C)C(c1nnnn1C1CCCCC1)N1CCc2ccccc21 (stereo unspecified),-8,-0.2,-7,-10,1,-3,-2,0,3,-6
CCNc1nc(N)c(C(=O)c2ccc(Cl)s2)s1,1,-0.3,1,4,10,4,-10,6,0,5
NS(=O)(=O)c1ccc(NC(=O)COc2ccc(C(=O)c3ccc(F)cc3)cc2)cc1,-82,2.1,-83,6,9,-5,-10,-5,3,23
O=C(COC(=O)c1cc(=O)[nH]c2ccccc12)NC1CCCCCCC1,3,-2.0,1,2,-2,-2,-6,0,-8,-1
CCOc1cc(-c2sc(Nc3ccccc3)n[n+]2C)ccc1OC,1,-2.1,2,-6,-2,1,-2,0,8,-5
CCC1CCCCN1C(=O)CCn1c(=O)oc2ccccc21 (stereo unspecified),3,-0.7,3,-5,4,-2,1,0,9,1
Cc1c(C(=O)Nc2ccncc2)sc2nc(-c3ccc(F)cc3)cn12,-10,-0.9,-7,14,39*,5,3,2,5,7
O=C(Cc1ccc(F)cc1)N1CCN=C1SCc1cccc([N+](=O)[O-])c1,2,0.7,1,5,-3,-1,2,0,7,-4
CC1CCN(C(=O)CN(c2ccccc2)S(=O)(=O)N(C)C)CC1,-1,-1.3,4,-10,-2,0,-4,1,-2,0
Cc1onc(-c2ccccc2)c1C(=O)N/N=C/c1cccs1,2,-0.8,nt,-3,12,-3,2,4,9,-2
Cc1ccc(N2C(=O)C(Cl)=C(N3CCN(C)CC3)C2=O)c(C)c1,8,0.4,-1,-2,-1,-3,2,-3,6,-1
COCc1cc(C)nc(SCc2ccccc2)c1C#N,-7,-2.1,-7,-10,11,1,3,-4,4,0
CC1CCCCN1C(=O)COC(=O)C1CCN(S(=O)(=O)c2ccc(Cl)c(C(F)(F)F)c2)CC1 (stereo unspecified),4,-2.3,4,4,-2,-1,2,-2,7,2
COc1ccc2c(c1OC)C(=O)N1C2SC[C@H]1C(=O)NCCC(C)C (stereo partly specified),-2,-1.1,2,1,-1,3,3,-1,7,7
CC(NC(=S)NNS(=O)(=O)c1cccc([N+](=O)[O-])c1)c1ccccc1 (stereo unspecified),-1,-0.8,5,1,-5,0,5,3,9,5
CCc1ccc2c(c1)NC(=O)C2(C)Cc1ccc(F)cc1 (stereo unspecified),24,0.2,nt,0,-4,-2,-5,-6,7,-2
COC(=O)NNC(=O)c1ccc(C(C)(C)C)cc1,0,-0.6,10,5,0,7,3,0,5,-1
Cc1nc2ccc(NC(=O)Cc3cccs3)cc2s1,-8,-0.8,-7,11,2,1,0,0,10,5
COC(=O)C1CN(Cc2ccc(C)cc2)CCS(=O)(=O)N1Cc1cn(Cc2ccc(OC)cc2)nn1 (stereo unspecified),1,nt,nt,nt,-4,4,4,-3,nt,-1
CC(C)NC(=O)C(=O)Nc1cc2c3c(c1)C(C)C(=O)N3CCC2 (stereo unspecified),5,-3.9,2,-9,4,-2,-2,4,-3,-1
CC(C)Cn1c(-c2csc(C(C)C)c2)n[nH]c1=S,-8,-1.0,nt,-11,0,0,-8,2,-14,-4
Cc1cc(NCc2ccccn2)ccc1Br,10,-1.5,4,-1,-2,4,-3,-4,8,2
COc1ccc(-n2c(SCC(=O)NNC(=O)c3ccccc3C)nnc2-c2ccncc2)cc1,-4,0.9,1,9,2,0,-2,0,2,-4
CCN1C(=O)c2ccc(C(=O)NCc3ccco3)cc2C1=O,-8,-2.0,8,-2,6,-2,1,0,-4,0

# 14 entries out of the list, sorted by formula weight, lowest first.
SMILES,ABHD4 inh,PG9 Ab binder,HTRA1 inh,ARFGAP1 inh,Rev-erbA mod,SMARCA2 act,NPR2 activator,NPR1 activator,ASAP1 inh,rCAG RNA binder
Cc1ccc2c(c1)C(c1ccccc1)CC(=O)O2 (stereo unspecified),0,-2.1,4,-12,1,-2,-3,0,4,-3
Cc1cc(NCc2ccccn2)ccc1Br,10,-1.5,4,-1,-2,4,-3,-4,8,2
CCc1ccc2c(c1)NC(=O)C2(C)Cc1ccc(F)cc1 (stereo unspecified),24,0.2,nt,0,-4,-2,-5,-6,7,-2
COCc1cc(C)nc(SCc2ccccc2)c1C#N,-7,-2.1,-7,-10,11,1,3,-4,4,0
CCNc1nc(N)c(C(=O)c2ccc(Cl)s2)s1,1,-0.3,1,4,10,4,-10,6,0,5
CCC1CCCCN1C(=O)CCn1c(=O)oc2ccccc21 (stereo unspecified),3,-0.7,3,-5,4,-2,1,0,9,1
Cc1onc(-c2ccccc2)c1C(=O)N/N=C/c1cccs1,2,-0.8,nt,-3,12,-3,2,4,9,-2
CC(C)C(c1nnnn1C1CCCCC1)N1CCc2ccccc21 (stereo unspecified),-8,-0.2,-7,-10,1,-3,-2,0,3,-6
Cc1ccc(N2C(=O)C(Cl)=C(N3CCN(C)CC3)C2=O)c(C)c1,8,0.4,-1,-2,-1,-3,2,-3,6,-1
Cc1c(C(=O)Nc2ccncc2)sc2nc(-c3ccc(F)cc3)cn12,-10,-0.9,-7,14,39*,5,3,2,5,7
CC(=O)N1CCC(C(=O)OCc2ccc(Cl)cc2)(c2ccccc2)CC1,3,0.0,-1,-6,0,2,-7,-6,5,-8
C[C@H](CO)N1C[C@H](C)[C@@H](CN(C)C(=O)C2CCCCC2)OCc2cnnn2CCCC1=O,2,-0.8,9,-4,5,3,0,3,9,0
CC1CCCCN1C(=O)COC(=O)C1CCN(S(=O)(=O)c2ccc(Cl)c(C(F)(F)F)c2)CC1 (stereo unspecified),4,-2.3,4,4,-2,-1,2,-2,7,2
COC(=O)C1CN(Cc2ccc(C)cc2)CCS(=O)(=O)N1Cc1cn(Cc2ccc(OC)cc2)nn1 (stereo unspecified),1,nt,nt,nt,-4,4,4,-3,nt,-1
